Source: PubChem BioAssay (several laboratories)
Mtb RmlCD inh – M. tuberculosis RmlC/RmlD inhibition. P9WH09+P9WH11. RmlC+RmlD coupled enzyme assay, percent inhibition; primary screen in compound mixtures. inhibition, % at 3.6 µM. 160,000 tested, 0.03% active; in the data active means inhibition mostly above about 34%, no sharp cut-off; further: some results filed as inactive read as strong as hits
Target sequence (P9WH09 whole entry, looked up): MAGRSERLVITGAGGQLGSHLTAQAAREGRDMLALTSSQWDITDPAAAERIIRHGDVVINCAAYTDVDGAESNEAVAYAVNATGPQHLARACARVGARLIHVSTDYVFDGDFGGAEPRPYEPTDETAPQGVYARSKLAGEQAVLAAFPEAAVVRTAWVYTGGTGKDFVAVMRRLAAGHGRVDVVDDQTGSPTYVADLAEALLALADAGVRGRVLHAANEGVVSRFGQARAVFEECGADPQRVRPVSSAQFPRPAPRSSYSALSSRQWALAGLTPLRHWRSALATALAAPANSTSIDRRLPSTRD
Target sequence (P9WH11 whole entry, looked up): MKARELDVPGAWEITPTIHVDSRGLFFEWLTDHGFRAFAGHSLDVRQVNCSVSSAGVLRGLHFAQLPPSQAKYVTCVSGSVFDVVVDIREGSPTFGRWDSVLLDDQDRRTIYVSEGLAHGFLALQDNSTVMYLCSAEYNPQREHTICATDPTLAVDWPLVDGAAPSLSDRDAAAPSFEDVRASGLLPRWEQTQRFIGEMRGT
M. tuberculosis GlmU – inhibition of mycobacterial GlmU enzyme – biochemical, glucosamine-1-phosphate acetyltransferase (AID 1376) | M. tuberculosis GlmU acetyltransferase enzyme assay; higher % means a stronger effect | inhibition, %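 (tested at 30 µM in the primary screen)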; hits with a dose series show IC50 in µM | 220,000 tested, 0.25% active; in the data active means inhibition above about 13%;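 further: 0% = complete reaction with vehicle and 100% = reaction without substrate; strong numbers were not always called active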
* hit, by the source's call; . = no result given. This is a subset, so the mix of outcomes need not match the whole.

SMILES	Mtb RmlCD inh	M. tuberculosis GlmU
Fc1cccc(Cl)c1CSc1ncn[nH]1	.	3.0%
CN(C)CCCNC(=O)c1ccc(Cl)c(S(=O)(=O)N(C)c2ccccc2)c1	8	1.0%
CCc1nn2cc(C(=O)c3cc(Cl)ccc3O)cnc2c1-c1ccc(F)cc1	14	-5.8%
CC(C)(CO)NS(=O)(=O)c1ccc2c(c1)C(=O)c1cc(S(=O)(=O)NC(C)(C)CO)ccc1-2	1	1.7%
O=C(CCN1CCCCCC1)Nc1ccc2c(c1)OCCO2	6	-1.7%
C=CCn1c(SCC(=O)NC(=O)c2cccc([N+](=O)[O-])c2)nnc1-c1ccccc1F	-8	-3.5%
Oc1ccc(N=Nc2n[nH]c(-c3ccc(Cl)cc3)n2)cc1	-11	6.4%
CCC(=O)N1c2ccccc2-c2nnc(SC)nc2OC1c1ccc(OC)c(OC)c1 (configuration not stated)	5	-3.5%
CCOC(=O)c1cn2nc(Oc3ccc(C)cc3)ccc2n1	0	1.4%
CC(=O)OC1=C(C#N)Cn2ccc3cccc1c32	4	2.0%
CCc1nnc2n1N=C(c1ccc(-c3cc(Cl)ccc3Cl)o1)CS2	.	-0.8%
Cc1cc(-n2c(C)c3c(C)nnc(C)c3c2C)ccc1N	-5	-5.2%
COCCn1c(-c2ccc(C)cc2)nc2oc3cc(OC)ccc3c(=O)c2c1=O	-10	-1.2%
CNC(=O)COC(=O)c1ccccc1NC(=O)c1ccco1	-9	-2.9%
CCCN1C(=O)/C(=c2\s/c(=C3\C=Cc4ccccc4N3CC)c(=O)n2-c2ccccc2)SC1=S	-7	2.7%
Fc1ccc(C2CC(c3ccc(F)cc3)n3ncnc3N2)cc1 (configuration not stated)	2	-1.9%
COc1ccc(/C=C(\NC(=O)c2ccccc2)C(=O)N/N=C/c2sccc2C)cc1	6	2.6%
COC(=O)N(C)c1ccccc1C(=O)N1CCOCC1	-3	-0.8%
CC(C)(C)NC(=O)C(=O)NN=C1CCCCCCCCCCC1	-9	-4.0%
CSCCC1NC(=O)N(CC(=O)Nc2c(C(C)C)cccc2C(C)C)C1=O (configuration not stated)	8	0.4%
O=C(NCCO)Nc1ccc2nsnc2c1	13	-3.3%
CCOC(=O)c1sc2ccccc2c1OC(=O)c1ccccc1OC	4	0.8%
CCOC(=O)CCP(=O)(O)C(O)c1ccc(OC)cc1 (configuration not stated)	57	-0.3%
Cc1ccc(SC(C)C(=O)NCC(C)C)cc1 (configuration not stated)	-4	2.4%
COc1cc(/C=C(/C)[N+](=O)[O-])ccc1OCc1ccccc1Cl	9	7.3%
CCCCNC(=O)Nc1ncn[nH]1	12	.
COc1ccc(CCCc2nnc(SCC(=O)N/N=C\c3ccc(O)c(OC)c3)o2)cc1C	.	-4.2%
Cc1ccccc1C(=O)NNC(=S)NC(=O)COc1ccccc1	.	1.1%
CCN(CC)S(=O)(=O)c1ccc2nc(NC(=O)c3ccco3)sc2c1	.	-5.5%
CCOC(=O)C1(CCOC)CCN(Cc2nc(C(C)C)cs2)CC1	-4	3.0%

Six entries out of the list, ordered by molar mass, ascending:
SMILES	Mtb RmlCD inh	M. tuberculosis GlmU
CCCCNC(=O)Nc1ncn[nH]1	12	.
Cc1ccc(SC(C)C(=O)NCC(C)C)cc1 (configuration not stated)	-4	2.4%
CCOC(=O)CCP(=O)(O)C(O)c1ccc(OC)cc1 (configuration not stated)	57	-0.3%
Cc1ccccc1C(=O)NNC(=S)NC(=O)COc1ccccc1	.	1.1%
CCOC(=O)C1(CCOC)CCN(Cc2nc(C(C)C)cs2)CC1	-4	3.0%
COc1ccc(CCCc2nnc(SCC(=O)N/N=C\c3ccc(O)c(OC)c3)o2)cc1C	.	-4.2%

Remaining list, next part.
SMILES	Mtb RmlCD inh	M. tuberculosis GlmU
Cc1sc2nc(C)n(/N=C/N(C)C)c(=O)c2c1C	.	-8.0%
COc1ccc(-n2c(=O)[nH]cc(C(=O)N3CCCc4ccccc43)c2=O)cc1	3	-0.1%
O=C(Oc1cccc([N+](=O)[O-])c1)N1CCCCC1	4	-8.8%
Cc1ccccc1C(=O)NNC(=O)c1ccoc1C	13	1.2%
Cc1cc(C(=O)OCC(=O)N2CCOCC2)ccc1[N+](=O)[O-]	-7	2.5%
C[C@H](CO)NC(=O)[C@H](C)[C@H]1C[C@]1(C)[C@H](NC(=O)OCc1ccccc1)c1ccccc1	.	-0.5%
CC(C)C1N=C2c3ccccc3N=C(SCC#N)N2C1=O (configuration not stated)	.	5.7%
O=C1c2ccccc2NC(c2ccc(Cl)cc2Cl)N1O (configuration not stated)	26	-2.2%
CCCSc1nc2ccccc2n1CC(=O)O	.	2.5%
CC(=O)OC(C(=O)N1CCOCC1)c1c(F)cccc1F (configuration not stated)	-11	5.2%
COc1ccccc1N1CCN(C(=O)c2sc3nc(-c4ccccc4)cn3c2C)CC1	-12	8.1%
Nn1c(C2CCCCC2)nc2ccccc2c1=O	9	-1.9%
CCNS(=O)(=O)c1ccc2nc(NC(=O)/C=C/c3cc(OC)c(OC)c(OC)c3)sc2c1	-20	5.0%
COc1ccc(C2=NNC(c3cccnc3)=Nc3ccc(OC)cc32)cc1	9	-6.4%
CSc1nnc(C)c(=O)n1COC(=O)c1ccc(S(=O)(=O)N2CCCC2)cc1	6	1.0%
CCn1c(O)c(N=Nc2ccc(Cl)c(C(=O)O)c2)c2ccccc21	-11	1.9%
c1ccc(-c2ccc(CN3CCN(c4ncccn4)CC3)cc2)cc1	-5	9.6%
O=C(Nc1ccc(F)cc1F)c1cc2ncc(Br)cn2n1	-9	-1.1%
CC(C)CNC(=O)COC(=O)/C=C/c1ccco1	11	6.2%
O=C(N/N=C/c1ccc(N2CCOCC2)o1)c1cccc(C(F)(F)F)c1	.	-0.8%

4 of these compounds, set out differently.
CCCSc1nc2ccccc2n1CC(=O)O
  Mtb RmlCD inh: .	M. tuberculosis GlmU: 2.5%

COc1ccc(/C=C(\NC(=O)c2ccccc2)C(=O)N/N=C/c2sccc2C)cc1
  Mtb RmlCD inh: 6	M. tuberculosis GlmU: 2.6%

CNC(=O)COC(=O)c1ccccc1NC(=O)c1ccco1
  Mtb RmlCD inh: -9	M. tuberculosis GlmU: -2.9%

CCOC(=O)CCP(=O)(O)C(O)c1ccc(OC)cc1 (configuration not stated)
  Mtb RmlCD inh: 57	M. tuberculosis GlmU: -0.3%

(cont.)
SMILES	Mtb RmlCD inh	M. tuberculosis GlmU
CC(=O)c1ccc(N2CCN(C(=O)COc3ccccc3F)CC2)c(F)c1	-9	-4.3%
Cc1ccc(Nc2nc(NCc3ccco3)c3ccccc3n2)cc1	6	-3.5%
COc1ccc(NC(=O)C2=C(C)NC(=O)NC2c2cccc(OC)c2OC)c(OC)c1 (configuration not stated)	-12	-0.3%
Fc1ccc2nc(Nc3nc4cc5c(cc4s3)OCCO5)sc2c1	-4	5.1%
O=C1N=C(N2CCOCC2)S/C1=C\c1ccc(-c2ccccc2Cl)o1	-4	2.7%
Cc1cc(C(=O)COC(=O)c2ccc3c(c2)OCO3)c(C)n1CC1CCCO1 (configuration not stated)	-15	6.6%
COc1cccc(N2[C@@H](CC(C)=O)c3ccc(/C=C/C(C)=O)cc3S2(=O)=O)c1	.	-2.1%
O=C(/C=C/c1ccc(O)c(O)c1)OC1C(O)CC(OC(=O)/C=C/c2ccc(O)c(O)c2)(C(=O)O)CC1O (configuration not stated)	-10	1.3%
O=c1oc2ccccc2c2[nH]ccc12	.	3.6%
Nc1nc(NCc2ccc(Cl)cc2)nc(NCCO)c1[N+](=O)[O-]	-9	-2.4%
COC(=O)c1ccc(CSc2nc(N)cc(N)n2)cc1	.	2.5%
Cc1cc(C)c(S(=O)(=O)N2CCCC(C(=O)NCCC3=CCCCC3)C2)c(C)c1 (configuration not stated)	-5	2.7%
Cc1ccc(S(=O)(=O)Nn2c(O)c(C=C3N=c4ccccc4=N3)sc2=S)cc1	-12	0.2%
CNc1nc(-c2ccc3c(c2)CCN3C(=O)c2ccc(F)cc2)cs1	5	-1.7%
Cc1cc(NS(=O)(=O)c2ccc(NC(=O)CSc3nnc(-c4ccco4)n3Cc3ccco3)cc2)nc(C)n1	1	-2.4%
Cc1ccc(-n2c(-c3ccncc3)nnc2-c2cccs2)cc1	.	1.3%
COc1ccc(Cc2nc(-c3ccc(NC(=O)c4cccnc4)cc3)no2)cc1	-8	3.7%
CCOC(=O)c1[nH]c2ccc(OCC)cc2c1NC(=O)CN1CCCC(C)C1 (configuration not stated)	82	0.5%
Cn1cccc1C(C#N)c1ncc(C(F)(F)F)cc1Cl (configuration not stated)	7	-0.9%
O=C(Nc1ccc2oc(=O)ccc2c1)c1cccnc1Cl	7	-1.8%
CCOC(=O)/C=C1\CC(=O)Nc2nonc2N1	-9	-3.3%
O=C(c1ccncc1)N1CCN(C2CCCCC2)CC1	.	3.1%
Cn1c(NC(=O)C[n+]2cc(-c3ccccc3)n3c2CCC3)cc(=O)n(C)c1=O	-5	1.6%
c1ccc(-c2cc(-c3ccccc3)on2)cc1	-14	-6.1%
CCOC(=O)C(NC(=O)c1ccccc1)=C(C)C	.	1.0%
Cc1cc(=O)n2[nH]c(N)c(N=Nc3ccccc3F)c2n1	-3	1.1%
COc1ccc(C(=O)N2CCOCC2)cc1S(=O)(=O)N1CCC(C)CC1	.	-2.3%
O=c1cc(CN2CCN(S(=O)(=O)c3ccccc3)CC2)nc2sccn12	-3	-3.0%
Cc1noc2ncnc(N3CCCC3)c12	5	-2.4%
CCOc1ccc(-c2n[nH]c(C)c2-c2ccccc2OC)c(O)c1	.	4.3%
COc1ccc(CSCCNC(=S)Nc2ccccc2)cc1Cl	-2	-1.0%
NS(=O)(=O)c1ccc(CNC(=O)c2scc3c2CCCC3)cc1	-6	2.2%
CCCCOC(=O)c1ccc(NC(C)=O)cc1	.	4.2%
CC1(C)Cc2ccccc2C(NNC(=O)c2ccccn2)=N1	.	6.1%
COc1ccc(-n2cnc3c(sc4nc(N5CCOCC5)c5c(c43)CCCC5)c2=O)cc1	-8	-2.3%
C#CCOCCOCCOCCNc1nc(N2CCN(C(=O)[C@H]([C@@H](C)CC)n3cc([C@@H](N)CO)nn3)CC2)nc(N2CCN(C(=O)[C@H](CCCCN)n3cc([C@@H](N)C(C)CC)nn3)CC2)n1 (some centres not stated)	.	-7.1%
Cc1ccc(S(=O)(=O)Nc2cc3c(C(=O)Nc4ccccc4)c(C)oc3c3ccccc23)cc1	-5	-4.9%
O=C(O)C1CC1C(=O)N1CCN(c2ccc(Cl)c(Cl)c2)CC1 (configuration not stated)	-7	-7.6%
COc1ccc(CCN(C)Cc2c(F)cccc2F)cc1OC	.	7.1%
COc1ccccc1Cc1nnnn1CC(=O)O	-7	-2.6%

Brought forward from above: 3 entries, followed by the next part.
SMILES	Mtb RmlCD inh	M. tuberculosis GlmU
O=C(O)C1CC1C(=O)N1CCN(c2ccc(Cl)c(Cl)c2)CC1 (configuration not stated)	-7	-7.6%
COc1ccc(CCN(C)Cc2c(F)cccc2F)cc1OC	.	7.1%
COc1ccccc1Cc1nnnn1CC(=O)O	-7	-2.6%
Cc1csc(SCC(=O)c2c(N)n(C)c(=O)n(C)c2=O)n1	4	.
O=C(Nc1cccc(N2C(=O)C3C4C=CC(C4)C3C2=O)c1)c1cccs1 (configuration not stated)	9	-0.3%
O=C(Nc1ccc(Cl)c(Cl)c1)Nc1ccccc1O	-9	3.7%
O=C(CC1N=C(Cc2ccccc2)NNC1=O)N/N=C/c1ccc([N+](=O)[O-])cc1 (configuration not stated)	-15	1.9%
COC(=O)c1ccc(COC(=O)CCC(=O)c2cccs2)cc1	-8	-6.4%
COc1ccc(CC(=O)n2[nH]c(=O)ccc2=O)cc1OC	17	-3.1%
Cc1cc(C(=O)N/N=C/c2ccc(OC(=O)c3ccccc3Br)cc2)n[nH]1	-9	-5.8%
O=C(NNS(=O)(=O)c1ccc(Cl)cc1)c1sccc1-n1cccc1	.	-3.5%
CN1CCN(c2c(F)cc3c(=O)c(C(=O)O)cn4c3c2OCN4C)CC1	-8	-1.4%
O=C(CSc1nnc(-c2ccc(Cl)s2)o1)N1CCc2ccccc21	.	-4.2%
CN(C)c1cc[n+](CC(=O)c2ccc(-c3ccccc3)cc2)cc1	-9	-4.3%
CC(C)CC(=O)c1c[nH]c(C(=O)O)c1	.	-0.4%
CCSc1cc(N2CCCC2)nc(-c2ccccc2Cl)n1	-4	-4.8%
COc1ccc(C(=O)NCCN2CCOCC2)cc1OC	.	4.3%
CC(C)CNS(=O)(=O)c1ccc(CCC(=O)N2CCN(Cc3ccc4c(c3)OCO4)CC2)cc1	.	1.2%
COc1cc2c(cc1NC(=O)CSc1ccccc1)oc1ccccc12	.	1.8%
Cc1ccc(-c2nc(C#N)c(N3CCCCC3)o2)cc1	.	-3.5%
Cc1cc(S(=O)(=O)NCC(C)C)ccc1OCC(=O)N1CCN(Cc2ccccc2)CC1	-6	7.3%
CCN(CC)CCN1C(=O)C(O)=C(C(=O)c2ccco2)C1c1ccccn1 (configuration not stated)	-13	0.6%
COc1cc2c(cc1OC)CN(C(=O)C1(c3ccccc3)CC1)CC2	.	1.9%
COc1ccc(CN(C)CC(=O)NC(C)c2ccccc2)c(OC)c1 (configuration not stated)	.	3.4%
CCCOc1ccc(N2C(=O)CC(NCCNc3ccc(S(=O)(=O)CC)cc3)C2=O)cc1 (configuration not stated)	1	1.7%
COC(=O)c1cc(C#N)c(Oc2ccccc2)nc1C	.	0.3%
Cc1ccc(NC(=O)COC(=O)c2ccc([N+](=O)[O-])s2)c(C)c1	2	-6.3%
CN(CCn1ccnc1)Cc1cn(Cc2ccccc2)nc1-c1ccc2c(c1)OCO2	6	0.9%
CCCCCCNCc1ccc(Br)cc1	12	-3.0%
CCOCCn1c(-c2ccccc2)nc2ccccc21	-16	-4.0%
